EBV LMP1 NFkB = EBV LMP1-driven NF-kappaB luciferase reporter inhibitors, primary screen, cell-based, luminescence, single point; LMP1-induced NF-kappaB luciferase reporter cells; inhibition, % at 12.5 µM; 350,000 compounds, 0.69% hits; AID 504558, 2011; in the data active = inhibition above about 41%;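 note: 0% = neutral control wells and 100% = reference inhibitor control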
ABHD5 PLIN5 PPI = ABHD5-PLIN5 interaction inhibitors, primary screen, cell lysate, split luciferase complementation, luminescence; Perilipin-5 (Homo sapiens) + 1-acylglycerol-3-phosphate O-acyltransferase ABHD5 (Homo …; Split G. princeps luciferase complementation, 4 h; inhibition, % at 4 µM; 360,000 compounds, 0.78% hits;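 active = inhibition above the mean inhibition across every tested compound plus 3 SD, cut at about 22% in these data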;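 note: 0% = DMSO only wells and the 100% control is not disclosed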
NR5A2 inv ag = LRH-1 (NR5A2) inverse agonists, primary screen, cell-based, luminescence, HEK293T, StAR-luciferase reporter; Nuclear receptor subfamily 5 group A member 2 (Homo sapiens), O00482; LRH-1 transfected, 24 h; inhibition, % at 3.6 µM; 360,000 compounds, 0.13% hits; AID 602396, 2012;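 active = inhibition above the mean inhibition of all tested compounds plus 3 SD, cut at about 73% in these data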;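 note: 0% = DMSO wells and 100% = reporter-only cells lacking LRH-1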
Target sequence (O00482 whole entry, looked up): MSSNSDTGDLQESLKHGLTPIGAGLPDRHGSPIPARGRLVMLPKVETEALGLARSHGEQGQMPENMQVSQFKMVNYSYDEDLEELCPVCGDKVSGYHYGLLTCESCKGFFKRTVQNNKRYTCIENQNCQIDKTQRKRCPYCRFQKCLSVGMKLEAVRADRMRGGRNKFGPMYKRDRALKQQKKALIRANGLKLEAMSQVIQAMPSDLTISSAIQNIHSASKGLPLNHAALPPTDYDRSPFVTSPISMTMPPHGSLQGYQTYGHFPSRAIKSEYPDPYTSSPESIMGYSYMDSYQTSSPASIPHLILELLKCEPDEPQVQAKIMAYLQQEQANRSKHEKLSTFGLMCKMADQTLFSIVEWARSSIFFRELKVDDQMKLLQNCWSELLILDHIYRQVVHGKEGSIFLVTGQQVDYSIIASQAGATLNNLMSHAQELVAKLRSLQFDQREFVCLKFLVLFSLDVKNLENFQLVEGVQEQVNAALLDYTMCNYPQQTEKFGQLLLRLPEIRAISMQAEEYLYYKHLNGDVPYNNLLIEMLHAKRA
MC4R antag cAMP = MC4R antagonists of cAMP signaling, primary screen, cell-based, TR-FRET, antagonist arm of biased-ligand search | Melanocortin receptor 4 (Homo sapiens), P32245 | MC4R-expressing cells, MTII-stimulated cAMP, LANCE TR-FRET | inhibition, % at 6.5 µM | 360,000 compounds, 0.48% hits | AID 540295, 2011;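 active = inhibition above its plate's cutoff, the mean of tested wells on that plate plus 3 SD, cut at about 29% in these data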;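 note: 0% = Melanotan II alone and 100% = Melanotan II plus saturating MCL0020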
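Assay system: U2OS-MC4R stable cell line; Also added: Melanotan II; Technique: Eu-cAMP/anti-cAMP TR-FRET, emission 671 nm; Times: 30-min compound, 1-h challenge, 1-h detection, room temperature.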
NOD2 RIPK2 PPI = NOD2-RIPK2 binding disruptors in cells, primary screen, fluorescence, CHO cells, BLA complementation; Receptor-interacting serine/threonine-protein kinase 2 (Homo sapiens), O43353; CCF4 ratio; inhibition, % at 4.98 µM; 360,000 compounds, 0.38% hits; AID 624267, 2012; in the data active = inhibition above about 21%;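 note: 0% = vehicle only and 100% = reference blocker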
Target sequence (O43353 whole entry, looked up): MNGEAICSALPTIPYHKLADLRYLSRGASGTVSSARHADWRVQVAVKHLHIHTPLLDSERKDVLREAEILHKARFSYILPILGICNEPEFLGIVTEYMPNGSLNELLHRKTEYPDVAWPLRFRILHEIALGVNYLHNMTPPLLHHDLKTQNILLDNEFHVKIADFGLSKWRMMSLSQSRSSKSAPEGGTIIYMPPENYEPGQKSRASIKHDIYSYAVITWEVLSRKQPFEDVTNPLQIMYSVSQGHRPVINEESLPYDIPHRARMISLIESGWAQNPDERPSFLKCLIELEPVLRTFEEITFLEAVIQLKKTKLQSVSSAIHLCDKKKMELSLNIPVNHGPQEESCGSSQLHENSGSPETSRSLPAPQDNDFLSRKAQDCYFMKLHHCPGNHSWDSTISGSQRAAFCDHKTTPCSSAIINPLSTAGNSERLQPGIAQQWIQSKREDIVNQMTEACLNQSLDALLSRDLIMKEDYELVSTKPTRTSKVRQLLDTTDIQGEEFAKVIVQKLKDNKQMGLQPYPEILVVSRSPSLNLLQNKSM
NCOA3 inh = SRC3 coactivator transcriptional activity inhibitors, primary screen, cell-based, luminescence; Nuclear receptor coactivator 3 (Homo sapiens), Q9Y6Q9; HEK293 GAL4-SRC3 luciferase reporter; inhibition, % at 3.6 µM; 360,000 compounds, 0.17% hits;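 active = inhibition above a per-campaign cutoff, the mean of all compounds plus 3 SD, cut at about 60% in these data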;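 note: 0% = DMSO-treated cells and 100% = gossypol-treated cells at 36 µM; higher means less SRC3-driven luciferase light from the GAL4 reporter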
TLR9-MyD88 block = inhibitors of TLR9-MyD88 association in cells, primary screen, cell-based, CHO, BLA complementation, fluorescence; Toll-like receptor 9 (Homo sapiens) + Myeloid differentiation primary response protein …; CCF4 FRET ratio; inhibition, % at 4.98 µM; 340,000 compounds, 0.21% hits;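 active = inhibition above the mean over all tested compounds plus 3 SD, cut at about 21% in these data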;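 note: 0% = DMSO only wells and 100% = clavulanate BLA inhibitor control wells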
NR2F2 inh = NR2F2 transcriptional activity inhibitors, primary screen, cell-based, luciferase reporter, HEK293T, luminescence; COUP transcription factor 2 (Homo sapiens), P24468; HEK293T NGFI-A luciferase reporter; inhibition, % at 8.6 µM; 370,000 compounds, 0.7% hits; AID 686940, 2013;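 active = inhibition above a per-plate cutoff, mean inhibition of test wells between control levels plus 3 SD, cut at about 38% in these data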;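 note: cells cotransfected with COUP-TFII expression vector driving the NGFI-A reporter; 0% = median of COUP-TF2 test wells and 100% = reporter-only cells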
SRC2 inh = inhibition of GAL4-SRC2 driven luciferase reporter, primary screen, SRC2 inhibitor project, cell-based, luminescence. AID 651957, 2012. inhibition, % at 9 µM. Nuclear receptor coactivator 2 (Homo sapiens), Q15596. HEK293 GAL4-SRC2 luciferase reporter. 370,000 compounds, 0.17% hits;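 active = inhibition above the mean inhibition of all tested compounds plus 3 SD, set per campaign, cut at about 52% in these data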;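 note: 0% = DMSO treated cells and 100% = cells given Gossypol at 36 µM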
MC4R ag barr = MC4R agonists recruiting beta-arrestin, primary screen, cell-based, luminescence, agonist arm of biased-ligand search; U2OS MC4R beta-arrestin complementation; percent of melanotan II response, DMSO zero; activation, % at 8.9 µM; 360,000 compounds, 0.98% hits;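 active = activation above a per-plate cutoff, the mean activation of sample wells on that plate plus 3 SD, cut at about 8% in these data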
NCOA1 inh = SRC1 coactivator transcriptional activity inhibitors, primary screen, cell-based, luminescence; Nuclear receptor coactivator 1 (Homo sapiens), Q15788; inhibition, % at 3.6 µM; AID 588354, 2011; HEK293 GAL4-SRC1 luciferase reporter; 360,000 compounds, 0.12% hits;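 active = inhibition above the campaign mean plus 3 SD, with each screening campaign given its own cutoff, cut at about 60% in these data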;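 note: 0% = DMSO treated cells and 100% = gossypol at 36 µM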
Active calls of the source: *; . = no result given. Not all compounds are listed; the hit share may differ from the screen's.

SMILES | EBV LMP1 NFkB | ABHD5 PLIN5 PPI | NR5A2 inv ag | MC4R antag cAMP | NOD2 RIPK2 PPI | NCOA3 inh | TLR9-MyD88 block | NR2F2 inh | SRC2 inh | MC4R ag barr | NCOA1 inh
Cc1ccc(CN2C3=NCCN3c3ccccc32)cc1 | 1 | -4 | 5 | 4 | -3 | 17 | -4 | -11 | 22 | -2.0 | -6
O=C(NCc1ccc2c(c1)OCO2)c1cc(-c2cc(Cl)ccc2O)n[nH]1 | 2 | 5 | 5 | 3 | -1 | -8 | 8 | 2 | 11 | 11* | 8
CC1SCC(=NOCc2c(Cl)cccc2Cl)CS1 (configuration not stated) | -8 | 5 | -31 | 1 | -4 | -29 | -1 | -23 | -9 | 3.9 | -10
O=C(c1ccc(Cl)cc1)N1CCCCC(Cl)C1=O (configuration not stated) | -7 | 3 | 47 | 2 | -7 | 12 | 10 | 4 | -4 | -0.8 | -1
CCOc1ccccc1NC(=O)c1ccccc1-c1nc(-c2ccccc2OC)no1 | 11 | 3 | 15 | 2 | 1 | 11 | 4 | 16 | 2 | -0.7 | -8
Fc1ccc(NC(=S)NNc2ncc(C(F)(F)F)cc2Cl)c(F)c1 | 45* | -11 | 34 | 27 | -2 | 55 | -12 | 58* | 17 | -6.5 | 38
O=C(CC(c1ccccc1)c1cc(Cl)ccc1O)N1CCCC1 (configuration not stated) | -13 | 0 | 8 | 8 | -10 | 7 | 0 | 26 | 3 | -0.1 | -5
COc1ccc(-c2nc3ccccc3n2Cc2ccccc2)cc1 | 1 | -3 | -7 | -1 | -5 | -7 | -13 | -11 | -35 | -0.9 | -14
COc1ccc(C(=O)C(CO)Oc2ccccc2OC)cc1OC (configuration not stated) | -3 | 5 | 0 | 15 | 2 | 12 | -5 | 2 | 17 | 0.3 | 7
COc1cc(NC(=O)CSc2nc3c(c(=O)[nH]2)CCCC3)cc(OC)c1OC | 5 | -3 | -12 | 10 | 1 | 1 | -12 | -6 | -1 | 4.2 | 2
CC(C)(C)OC(=O)[C@H](Cc1ccccc1)NC(=O)c1nc[nH]c1C(=O)N[C@@H](CCCCN)C(=O)OC(C)(C)C | 6 | 5 | 1 | 10 | 3 | -22 | 5 | 1 | -15 | -0.1 | 5
COc1cccc(C2CC(c3ccc(C)cc3)Nc3nc(N)nn32)c1 (configuration not stated) | -22 | -13 | -39 | 16 | -9 | 1 | -2 | 1 | -10 | 1.1 | -18
Cn1c(Cc2c[nH]c3ccccc23)n[nH]c1=S | -5 | -5 | 17 | -4 | -14 | -14 | 1 | -18 | -3 | -1.9 | -23
COc1ccc(S(=O)(=O)NC(CC(=O)NCCc2ccc(OC)c(OC)c2)c2ccco2)cc1 (configuration not stated) | -8 | 1 | -1 | 3 | -8 | 30 | 1 | -15 | -13 | -1.6 | -9
C[C@@]12C(=O)Nc3ccc(Br)cc3C(=O)N1[C@H]1c3cc(Br)ccc3OC[C@@H]1[C@@H]2c1ccccc1 | -20 | -1 | 15 | 9 | -13 | -1 | -7 | 2 | -23 | -2.0 | 10
Cc1nc(NC(=O)c2ccccc2)nc2cc3c(cc12)OCO3 | -20 | -3 | -66 | -5 | -6 | -66 | 0 | -34 | -57 | -2.0 | -136
COCC(=O)N(C)[C@H]1C[C@H]2c3cc(Oc4ccccc4C)ccc3CCN2C(=O)[C@H]1[C@H](C)O | 3 | 5 | -8 | 3 | -1 | -2 | 2 | 3 | -11 | 0.9 | 5
C[C@@H](C(=O)NCc1c(F)cccc1Cl)N1C(=O)N2CCc3c([nH]c4ccccc34)[C@@]2(C)C1=O | 2 | -3 | 17 | 9 | -1 | 7 | -1 | 12 | 10 | -1.9 | -9
CC(=O)c1ccc(NC(=O)CSc2nc(N)c3cc4c(nc3n2)CCCC4)cc1 | 5 | -1 | -47 | 9 | 0 | -52 | -2 | -22 | -64 | -1.8 | -76
NC(=O)c1ccc(-n2nnnc2Oc2ccccc2)cc1 | -4 | 4 | 7 | 13 | -2 | 15 | 3 | -13 | -7 | -1.3 | -12
COc1cc2nc(CSc3ncn[nH]3)[nH]c(=O)c2cc1OC | 4 | -3 | 2 | 1 | -8 | 6 | 4 | -9 | 13 | -1.7 | 0
Cc1cc(C)c(NC(=O)C2CCN(c3cnccn3)CC2)c(C)c1 | 4 | -1 | 2 | 9 | 28* | -21 | -11 | -15 | 8 | -2.8 | -3
COc1cc([N+](=O)[O-])ccc1NC(=O)N1CCCCCC1 | -4 | -3 | -4 | -1 | -2 | 4 | -3 | -9 | 8 | 0.0 | -6
CN1CCC(N(C)C(=O)COc2ccccc2-c2ccccc2)CC1 | -4 | 1 | -10 | 7 | -10 | -7 | -8 | 9 | -33 | 0.6 | -7
CC(=O)C[C@@H](O)CC(=O)[C@@H]1OC(=O)CCCCCCc2ccccc21 | -10 | 3 | 2 | 2 | 0 | 22 | -3 | -1 | -12 | -0.8 | -4

Complete entries, looked up by structure:
COc1ccc(C(=O)C(CO)Oc2ccccc2OC)cc1OC (configuration not stated) in the list: EBV LMP1 NFkB: -3; ABHD5 PLIN5 PPI: 5; NR5A2 inv ag: 0; MC4R antag cAMP: 15; NOD2 RIPK2 PPI: 2; NCOA3 inh: 12; TLR9-MyD88 block: -5; NR2F2 inh: 2; SRC2 inh: 17; MC4R ag barr: 0.3; NCOA1 inh: 7
Cn1c(Cc2c[nH]c3ccccc23)n[nH]c1=S in the list: EBV LMP1 NFkB: -5; ABHD5 PLIN5 PPI: -5; NR5A2 inv ag: 17; MC4R antag cAMP: -4; NOD2 RIPK2 PPI: -14; NCOA3 inh: -14; TLR9-MyD88 block: 1; NR2F2 inh: -18; SRC2 inh: -3; MC4R ag barr: -1.9; NCOA1 inh: -23

Next part
SMILES | EBV LMP1 NFkB | ABHD5 PLIN5 PPI | NR5A2 inv ag | MC4R antag cAMP | NOD2 RIPK2 PPI | NCOA3 inh | TLR9-MyD88 block | NR2F2 inh | SRC2 inh | MC4R ag barr | NCOA1 inh
COc1ccc(C(=O)NCCNC(=O)c2ccc(C)nc2)cc1 | -5 | 3 | 5 | 4 | -6 | -11 | -7 | 2 | -24 | -1.0 | -16
COC(=O)CCN(C(=O)c1ccc(OC(C)=O)cc1)c1ccccn1 | -14 | 4 | 7 | 7 | -1 | 2 | 1 | -6 | 11 | -2.1 | -1
O=C1[C@@H]2Cc3c([nH]c4ccccc34)C(c3ccccc3)N2C(=O)CN1C1CCN(Cc2ccccc2)CC1 (some centres not stated) | . | -7 | 4 | -6 | 10 | -19 | -19 | -1 | 15 | 3.3 | 14
CN(C)CCN(C(=O)C1=COCCO1)c1nc2ccc(F)cc2s1 | -4 | -3 | -18 | 6 | -1 | -31 | 3 | 4 | -28 | -2.1 | -14
Cc1ccc(C(=O)N/N=C\c2cc(Br)c(Br)o2)cn1 | . | -14 | -1 | 0 | -13 | -2 | . | -17 | -10 | -0.8 | 9
COc1ccc(-c2nnc(N3CCC(C)CC3)c3ccccc23)cc1 | 3 | -7 | -7 | 1 | -7 | 1 | -3 | 18 | -11 | 1.9 | -6
Nc1ccc(O)c([N+](=O)[O-])c1 | 3 | -1 | 7 | -4 | -4 | 8 | 8 | 0 | -9 | 0.5 | -8
COc1ccc(C(=O)OCC(=O)NCC2CCCCC2)cc1F | 4 | 7 | -11 | 10 | -5 | -54 | -2 | -30 | -13 | -2.0 | -15
Cc1ccccc1Nc1nc(CSc2nnc(-c3ccoc3C)n2C)cs1 | -5 | -1 | 2 | 9 | 1 | -12 | 1 | -3 | -21 | -2.1 | -31
O=S(=O)(c1ccc(N2CCN(S(=O)(=O)c3ccc4c(c3)OCCO4)CC2)nc1)N1CCCC1 | 1 | 4 | 9 | 10 | -8 | 8 | -2 | -8 | 2 | -2.5 | 10
O=C(NCC(c1cccnc1)N1CCN(c2ccccc2)CC1)c1ccc2c(c1)OCO2 (configuration not stated) | 6 | -3 | -29 | 3 | 0 | 2 | -3 | 9 | -5 | -1.9 | -2
Cc1ccc(C(NC(=O)N2CCOCC2)=C(Cl)Cl)cc1F | 4 | -2 | -5 | 7 | -12 | -1 | -10 | -17 | -12 | -2.1 | -12
COc1ccccc1-c1cn[nH]c(=S)n1 | 0 | -15 | 12 | -3 | 6 | -5 | 0 | -3 | -4 | -3.7 | -14
Cc1cc(C)nc(SC(C)CNS(=O)(=O)c2ccccc2)n1 (configuration not stated) | 5 | 0 | -4 | 9 | 4 | 4 | 0 | 20 | -49 | -2.5 | -10
COc1ccc(NC2CCCN(C(=O)CCN3CCCC3=O)C2)cc1 (configuration not stated) | 3 | -1 | 16 | 4 | 3 | 2 | 6 | 8 | -40 | -2.5 | -3
Cc1cccc(NC(=O)CSc2nc3nc4c(cc3c(=O)n2-c2ccccc2)CCCC4)c1 | 11 | 3 | 6 | 12 | -2 | -6 | -7 | -11 | -11 | -1.9 | 3
CC(=O)Nc1ccc(S(=O)(=O)NC2(C(F)(F)F)NC(=O)N(c3ccccc3F)C2=O)cc1 (configuration not stated) | 4 | -3 | -6 | 16 | -2 | 2 | -4 | 14 | 24 | -1.6 | 7
Cc1nn(-c2ccccc2)c(C)c1C(=O)NCc1ccc(F)cc1 | -1 | 3 | -7 | 3 | -6 | 3 | 2 | 12 | 6 | 1.7 | -7
CC1CCN(C(=O)COC(=O)Cn2cnc3ccccc32)CC1 | -12 | -3 | -18 | 20 | 2 | -14 | -7 | 2 | 0 | -1.2 | -4
COc1ccc(CC(=O)OCC(=O)N(C)C2CCS(=O)(=O)C2)cc1OC (configuration not stated) | -6 | 3 | -6 | -9 | 2 | 5 | 4 | -2 | -36 | -2.6 | -6
CCOc1ccc(NC(=O)CSc2nc3c(c(=O)n2C)SC(C)C3)cc1 (configuration not stated) | 3 | -3 | 28 | 14 | -2 | -2 | -5 | 22 | -1 | -1.2 | 4
CCOC(=O)CC(=O)NC(C)(C)CCCCC(C)(C)NC(=O)CC(=O)OCC | 8 | -2 | 11 | 29* | -1 | 4 | -6 | 5 | -21 | -0.5 | 9
